Pf apPOL block: Pf-apPOL DNA polymerase inhibition; Recombinant Pf-apPOL, molecular beacon fluorescence, 1.5 h; inhibition, % at 10 µM; hit rate 0.25% among 210,000; AID 1794808
mHTT-CaM PPI inh: inhibitors of human mutant huntingtin-calmodulin interaction; P42858; AlphaScreen His-mHTT/GST-CaM binding, luminescence; inhibition, % at 15 µM; hit rate 3.6% among 190,000;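 further: 0% = both proteins with DMSO and 100% = one protein alone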
Target sequence (P42858 whole entry, looked up, stated change not applied): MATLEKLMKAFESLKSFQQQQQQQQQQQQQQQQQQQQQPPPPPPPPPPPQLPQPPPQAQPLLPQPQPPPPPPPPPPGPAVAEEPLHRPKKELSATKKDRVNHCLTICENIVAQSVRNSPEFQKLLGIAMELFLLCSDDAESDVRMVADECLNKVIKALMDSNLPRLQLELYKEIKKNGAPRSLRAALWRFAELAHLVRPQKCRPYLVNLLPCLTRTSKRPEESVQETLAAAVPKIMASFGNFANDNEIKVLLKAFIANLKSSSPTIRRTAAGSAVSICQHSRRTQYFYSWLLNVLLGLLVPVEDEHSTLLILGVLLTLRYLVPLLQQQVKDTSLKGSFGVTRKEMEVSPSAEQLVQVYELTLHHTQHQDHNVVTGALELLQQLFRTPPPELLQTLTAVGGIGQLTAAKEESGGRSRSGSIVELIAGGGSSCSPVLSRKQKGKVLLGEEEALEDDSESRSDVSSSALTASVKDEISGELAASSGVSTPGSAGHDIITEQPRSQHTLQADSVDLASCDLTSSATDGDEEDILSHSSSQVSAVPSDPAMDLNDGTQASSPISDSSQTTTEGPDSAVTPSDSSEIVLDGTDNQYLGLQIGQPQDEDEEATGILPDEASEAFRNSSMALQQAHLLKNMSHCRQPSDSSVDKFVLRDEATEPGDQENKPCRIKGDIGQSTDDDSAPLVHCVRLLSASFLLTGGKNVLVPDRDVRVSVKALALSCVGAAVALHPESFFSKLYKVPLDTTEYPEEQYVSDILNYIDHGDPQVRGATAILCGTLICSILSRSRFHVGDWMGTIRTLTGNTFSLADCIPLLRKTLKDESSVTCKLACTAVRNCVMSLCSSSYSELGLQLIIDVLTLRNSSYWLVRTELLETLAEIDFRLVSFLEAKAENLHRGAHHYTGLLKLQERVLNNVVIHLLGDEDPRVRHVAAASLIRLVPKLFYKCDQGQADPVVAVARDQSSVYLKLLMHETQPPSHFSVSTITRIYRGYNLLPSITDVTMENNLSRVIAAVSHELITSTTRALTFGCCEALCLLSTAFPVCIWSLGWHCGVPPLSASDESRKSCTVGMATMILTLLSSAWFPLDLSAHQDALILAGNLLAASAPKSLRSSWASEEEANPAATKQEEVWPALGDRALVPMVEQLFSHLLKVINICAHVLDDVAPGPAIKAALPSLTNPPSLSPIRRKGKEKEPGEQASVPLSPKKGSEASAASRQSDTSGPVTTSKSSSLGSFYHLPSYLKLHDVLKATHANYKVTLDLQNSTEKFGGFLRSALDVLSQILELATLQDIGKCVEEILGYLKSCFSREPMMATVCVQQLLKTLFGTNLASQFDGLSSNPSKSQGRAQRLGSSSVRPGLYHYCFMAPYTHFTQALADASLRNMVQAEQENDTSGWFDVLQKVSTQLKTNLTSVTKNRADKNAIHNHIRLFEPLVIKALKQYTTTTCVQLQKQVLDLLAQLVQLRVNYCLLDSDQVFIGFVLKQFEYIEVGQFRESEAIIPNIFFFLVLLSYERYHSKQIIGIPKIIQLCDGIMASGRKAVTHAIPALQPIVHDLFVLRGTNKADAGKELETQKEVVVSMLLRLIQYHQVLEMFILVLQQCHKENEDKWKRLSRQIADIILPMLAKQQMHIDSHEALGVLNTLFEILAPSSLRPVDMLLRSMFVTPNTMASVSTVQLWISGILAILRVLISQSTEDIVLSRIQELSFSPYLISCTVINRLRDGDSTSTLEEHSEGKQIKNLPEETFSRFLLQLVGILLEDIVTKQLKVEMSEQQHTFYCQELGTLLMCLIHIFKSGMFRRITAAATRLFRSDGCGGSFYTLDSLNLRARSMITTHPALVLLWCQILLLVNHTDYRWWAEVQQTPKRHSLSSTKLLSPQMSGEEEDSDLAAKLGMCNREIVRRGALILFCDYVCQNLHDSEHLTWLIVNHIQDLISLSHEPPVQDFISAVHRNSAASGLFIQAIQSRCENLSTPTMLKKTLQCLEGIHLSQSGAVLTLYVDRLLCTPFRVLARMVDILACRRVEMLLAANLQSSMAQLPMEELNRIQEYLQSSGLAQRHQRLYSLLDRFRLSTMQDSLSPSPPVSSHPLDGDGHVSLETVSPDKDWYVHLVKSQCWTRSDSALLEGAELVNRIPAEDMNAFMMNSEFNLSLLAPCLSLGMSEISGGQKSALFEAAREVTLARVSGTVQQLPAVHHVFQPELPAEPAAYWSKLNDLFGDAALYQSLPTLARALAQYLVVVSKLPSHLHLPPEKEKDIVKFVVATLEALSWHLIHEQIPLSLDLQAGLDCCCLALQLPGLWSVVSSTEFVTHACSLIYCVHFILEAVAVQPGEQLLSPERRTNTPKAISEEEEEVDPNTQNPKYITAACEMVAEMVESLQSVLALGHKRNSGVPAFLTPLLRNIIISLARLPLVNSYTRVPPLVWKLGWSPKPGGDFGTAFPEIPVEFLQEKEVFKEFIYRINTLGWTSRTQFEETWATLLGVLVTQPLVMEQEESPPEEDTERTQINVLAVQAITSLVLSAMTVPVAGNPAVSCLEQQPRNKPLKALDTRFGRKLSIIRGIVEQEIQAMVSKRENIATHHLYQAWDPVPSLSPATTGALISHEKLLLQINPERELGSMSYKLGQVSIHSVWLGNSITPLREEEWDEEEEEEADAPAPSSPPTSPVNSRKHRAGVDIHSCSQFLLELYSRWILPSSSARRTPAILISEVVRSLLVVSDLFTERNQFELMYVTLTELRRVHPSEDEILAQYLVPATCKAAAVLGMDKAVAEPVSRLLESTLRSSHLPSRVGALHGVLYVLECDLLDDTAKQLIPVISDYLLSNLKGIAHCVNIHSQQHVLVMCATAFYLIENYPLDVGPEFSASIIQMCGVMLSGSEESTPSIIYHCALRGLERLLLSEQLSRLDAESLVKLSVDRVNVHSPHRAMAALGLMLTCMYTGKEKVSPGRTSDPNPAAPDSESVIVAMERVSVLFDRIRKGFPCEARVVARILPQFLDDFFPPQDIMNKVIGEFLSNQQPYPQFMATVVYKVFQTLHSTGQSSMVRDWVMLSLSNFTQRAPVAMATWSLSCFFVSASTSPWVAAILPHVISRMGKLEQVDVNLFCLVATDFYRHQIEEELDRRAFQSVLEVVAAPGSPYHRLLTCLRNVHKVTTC
The depositor's hits bear a star; / = no result given; & = joins results of further samples. No stated cut-off is given here; in the data, active means inhibition above about 50%; inactive means the rest.

The line under a structure holds: Pf apPOL block, mHTT-CaM PPI inh
- Cc1ccc(-n2nc3c(c2NC(=O)c2ccc(C)c([N+](=O)[O-])c2)CS(=O)(=O)C3)c(C)c1
    -6, 8
- Cc1cc(NC(=O)c2c(F)cccc2Cl)n(-c2nc(-c3ccccc3)cs2)n1
    -1, -15
- CCc1nnc(NC(=O)c2cc(Cl)ccc2OC)s1
    -4, -4
- COC(=O)c1cc(Nc2ccccc2OC)c2ccccc2n1
    -2, -4
- Cc1ccc(C(O)CN2CCN(c3ccccc3)CC2)c(C)c1 (stereo not drawn)
    12, 3
- Cc1ccccc1CC(=O)N1CCC2(CC1)NC(=O)c1cc(F)ccc1N2C
    -1, 8
- Cn1cc(C(c2ccco2)c2cn(C)c3ccccc23)c2ccccc21
    5, 58*
- CCOC(=O)c1ccc(NC(=O)N2CCOc3ccc(C)cc32)cc1
    -14, 2
- CCN(CC)C(=S)SSC(=S)N(CC)CC
    20, /
- CC1(C)CC(=O)c2cc(C(=O)NCCc3ccccc3)c(=O)n(-c3ccc(Cl)cc3)c2C1
    -2, 19
- CCCC(=O)N1CCC(CCOc2ccc(F)cc2)CC1
    -2, 18
- O=[N+]([O-])c1ccccc1CN1CCN(Cc2cccnc2)CC1
    -3, 5
- Cc1ccc(CNC(=O)N2CCCC2C(=O)NCc2csc(-c3ccccc3)n2)cc1 (stereo not drawn)
    2, 27
- Cc1ccc(C(=O)Nc2c(C)nc3sccn3c2=O)cc1
    2, -7
- Cc1cc(C)cc(N2C=C(C(=O)N3CCOCC3)S(=O)(=O)c3ccccc32)c1
    1, 5
- O=C(Nc1cccc(-c2ccn[nH]2)c1)c1ccc(Cn2ccnc2)cc1
    -2, 7
- CCn1c(SCc2cc(=O)n3ccccc3n2)nc2ccsc2c1=O
    -2, 1
- Cn1cnc2ccc(-c3noc(-c4cccs4)n3)cc21
    1, -14
- O=C(NC(=S)N1CCc2ccccc21)c1cncc(C#Cc2ccccc2)c1
    -88, /
- CCC[C@H]1[C@@H](NC(=O)c2ccc(Cl)cc2)CC[C@@]23CCCN2C(=O)CCC[C@@H]13
    -8, -9

Some of the entries so far, with tabs:
SMILES	Pf apPOL block	mHTT-CaM PPI inh
CCc1nnc(NC(=O)c2cc(Cl)ccc2OC)s1	-4	-4
COC(=O)c1cc(Nc2ccccc2OC)c2ccccc2n1	-2	-4
Cc1ccc(C(O)CN2CCN(c3ccccc3)CC2)c(C)c1 (stereo not drawn)	12	3

More entries
The line under a structure holds: Pf apPOL block, mHTT-CaM PPI inh
- CC(C)C(=O)Nc1ccc(C2(C(=O)NCc3cccs3)CCCCC2)cc1
    2, -3
- O=C(CCN1CCCC1)Nc1ccc(OC(F)(F)Cl)cc1
    -3, -4
- O=C(O)C1CSC(C2CCCCC2)N1 (stereo not drawn)
    /, -3
- CCN(CC)C(=O)c1cc2cc3ccc(C)cc3nc2s1
    -5, -3
- N#Cc1ccc(-c2csc(COc3ccc4nonc4c3)n2)cc1
    -5, /
- COc1ccc(CN2CCCN(C)CC2)c(OC)c1
    4, 8
- Cc1ccc(NC(=O)CCN2C(=O)C3C4CCC(C4)C3C2=O)cc1[N+](=O)[O-] (stereo not drawn)
    6, -3
- CCCCn1c(C23CC4CC(CC(C4)C2)C3)cn2c3c(=O)n(C)c(=O)n(C)c3nc12
    0, -2&4
- CCCCCCCCNC(=O)C1CSCCS(=O)(=O)N1Cc1ccc(F)cc1 (stereo not drawn)
    -4, -7
- O=C(Cc1cccs1)NCC(c1ccco1)N1CCN(c2ccc(F)cc2)CC1 (stereo not drawn)
    0, 9
- COc1ccc(C(=O)N2CCn3cnnc3C2)c(OC)n1
    4, 2
- Cc1cccc(C(=O)N2CCC3(CC2)NC(=O)N(Cc2cccc(Cl)c2)C3=O)c1
    -7, 22
- CCOc1cccc(CN2CCC(C(=O)N3CCN(c4ccccc4F)CC3)CC2)c1O
    -1, 6
- CC(C)CC(=O)N1CCC(n2c(=O)oc3ccc(Cl)cc32)CC1
    0, -2
- CC(C)c1cc(NS(=O)(=O)c2ccc([N+](=O)[O-])cc2)cc(C(C)C)c1O
    0, 37
- O=C(NCCc1ccccc1F)C1CC(=O)N(c2ccc(Br)cc2)C1 (stereo not drawn)
    -2, -22
- O=[N+]([O-])c1cc2c(cc1C=Nc1ccc3oc(-c4cccc(F)c4)nc3c1)OCO2
    2, 33
- O=S1(=O)CC(N2CCN(CCO)CC2)CN1Cc1cn(Cc2ccccc2C(F)(F)F)nn1 (stereo not drawn)
    2, 8
- Fc1ccc(-c2nc(-c3ccc(-n4ccnc4)nc3)no2)cc1
    2, -7
- CC(C)(C)NS(=O)(=O)c1ccc(C(C)(C)C)cc1
    -3, -13
- CC(NC(=O)CSc1ccccn1)c1ccccc1 (stereo not drawn)
    3, -11
- CCN1CCN(CCCNC(=O)C2=C(C)C(=O)OC23CCCCC3)CC1
    0, 0
- O=C(C[C@H]1C(=O)N(c2ccc(F)c(F)c2)C[C@@H]1Cc1ccccc1)Nc1ccccc1
    -2, 52*
- CCOC(=O)COc1cccc2c(C)cc(=O)oc12
    -6&-8, /
- COc1ccc(NC(=O)N2CCc3c(c(COCc4cccc(F)c4)nn3C)C2)cc1
    -4, 18
- CS(=O)(=O)N1CCC(c2noc(-c3cccc(F)c3)n2)CC1
    0, -8
- COc1ccc(C)cc1NC(=O)NCCC1CCN(S(=O)(=O)c2ccc(F)cc2)CC1
    -5, 34
- COc1cccc(C2C(C(=O)Nc3nc4ccccc4s3)=C(C)NC3=C2C(=O)CC(C)(C)C3)c1 (stereo not drawn)
    0, -30
- Cc1c(CC(=O)Oc2ccc([N+](=O)[O-])cc2)sc2ccc(Cl)cc12
    -5, /
- COc1ccc(C2CC(C(F)(F)F)n3nc(C(=O)NCc4ccccc4)cc3N2)cc1OC (stereo not drawn)
    -5, 14
- O=C(Nc1c[nH]c(=O)[nH]c1=O)c1ccccc1Br
    -3, -1
- CCOc1cc(C=C2C(=O)OC3(CCCCC3)OC2=O)ccc1OC
    2, 4
- COc1ccc(C(=O)NCCn2cc(SCc3cccc(F)c3)c3ccccc32)cc1
    -2, 1
- COc1cccc(C2CC(c3ccc(F)cc3)Nc3nnnn32)c1OC (stereo not drawn)
    -4, 11
- Cc1ccsc1C1Nc2ccc3ncccc3c2C2=C1C(=O)CCC2 (stereo not drawn)
    4, 6
- O=C(NC1CCCCC1)N1CCC(n2c(-c3ccoc3)nc3cccnc32)C1 (stereo not drawn)
    1, 15
- COc1cccc(CCC(=O)Nc2ccc3ncnc(N4CCCC4)c3c2)c1
    4, 20
- O=c1c(Cl)c(O)cnn1C1CCCCC1
    -5, -8
- Cc1cc(Cl)ccc1NC(=O)N1CCN(C2=CC3=NCC(C)N3C=N2)CC1 (stereo not drawn)
    -2, 10
- Cc1ccccc1C(=O)N1CCc2c(c(C(=O)NCc3ccc(F)cc3)nn2C)C1
    -12, 35
- Cc1ccc(NC(=O)C2CCN(S(=O)(=O)c3c(C)n[nH]c3C)CC2)nc1
    -4, -2
- COc1ccc(-c2c(C)c3ccc(OCC=C(C)C)cc3oc2=O)cc1OC
    -3, -4
- N#CC(=Cc1cccc([N+](=O)[O-])c1)c1nn(-c2ccccc2)c(-n2cccc2)c1C#N
    -3, /
- CC(C)(C)c1ccc(OCC(=O)Nc2ccc(NC(=O)c3ccco3)cc2)cc1
    -5, 7
- CCc1cccc(NC(=O)C2CCN(S(=O)(=O)c3ccc(Br)s3)CC2)c1
    1, -18
- Cc1ccc(SC(=O)c2cc(C)n(-c3c(Cl)cc(Cl)cc3Cl)n2)cc1
    -12, /
- CCc1nc2c(NC(=O)c3ccc(C)c(F)c3)cccn2n1
    -1, -8
- CCCOc1ccc(/C=c2\sc3ncnn3c2=O)cc1OCC
    19, -2
- CCOc1cc(C2Nc3ccccc3NC3=C2C(=O)CC(C)(C)C3)cc(Cl)c1O (stereo not drawn)
    -3, 29
- COc1cccc(C2NC(=O)N(C)C3=C2C(=O)N(Cc2ccccc2)C3)c1 (stereo not drawn)
    -6, 15
- CCCCOc1ccc2c(c1)/C(=C(/C(Cl)=C(Cl)Cl)[N+](=O)[O-])N2
    -32, 14
- CC(C)CNC(=O)c1nc2cccnc2n(C)c1=O
    0, -2
- CC(C)(C)n1nc2c(c1-n1cccc1)CN(C(=O)c1ccc(=O)[nH]c1)C2
    5, 21
- O=C(c1ccc(Cl)cc1)N1N=C(c2ccc(Cl)cc2)CC1(O)C(F)(F)F (stereo not drawn)
    -5, -2
- O=S(=O)(c1ccc(Cl)cc1)N1CCN(c2ncccn2)CC1
    -5, 1
- COc1cccc(CCC(=O)N2CC3CC(NC(=O)c4cccs4)C2C3)c1 (stereo not drawn)
    -2, 9
- CC(C)NC(=O)N1CCCC(c2cccc(C(=O)NCc3ccccc3)c2)C1 (stereo not drawn)
    1, -8
- COc1cc(OC)cc(N2C=C(C#N)S(=O)(=O)c3ccccc32)c1
    3, -8
- COc1ccc(CCC(=O)NCC2CCN(C(=O)NC(C)(C)C)CC2)cc1
    -5, -9
- C=CCn1c(SCC(=O)OCC)nnc1-c1ccc([N+](=O)[O-])cc1
    2, 3

The list goes on.
The line under a structure holds: Pf apPOL block, mHTT-CaM PPI inh
- CCOc1ccc(N2CC(c3nnc(NC(=O)CC(C)C)o3)CC2=O)cc1 (stereo not drawn)
    -6, 10
- COc1ccc(C2C(=C(O)c3ccc(Cl)cc3)C(=O)C(=O)N2C)cc1OC (stereo not drawn)
    2, -6
- C[C@@H]1CCC(=O)N(CC[C@H](Oc2ccccc2)c2ccccc2)CC1
    -3, 26
- Cc1ccc(-n2c(=O)c3sccc3n(CC(N)=O)c2=O)cc1F
    -3, -3
- CCCN(CCO)Cc1ccc(Cl)cc1Cl
    -9, -3
- CN1CCN(CCNC(=O)c2ccnc(N3CCNC(c4ccccc4)C3)c2)CC1 (stereo not drawn)
    -1, 0
- COCCn1c(C2CCN(C(=O)c3ccc(C(F)(F)F)s3)C2)nc2cccnc21 (stereo not drawn)
    -5, 26
- O=C(Nc1ccc(-c2ccccc2)cc1)c1ccccc1
    8, -3
- Cc1ccc(C)c(C(=O)CN2C3=NCCN3c3ccccc32)c1
    3, -3
- Fc1ccc(CN2CCCCCC2)cc1
    -3, 15
- O=S(=O)(N=C(Nc1ccccn1)c1ccccc1)c1ccc(F)cc1
    2, -2
- c1coc(-c2ccc(SCc3cn4ccccc4n3)nn2)c1
    10, 3
- CCc1cc(C2CCCN2Cc2cc(OC)ccc2OC)on1 (stereo not drawn)
    -4, 24
- CCC1Oc2ccc(Cl)cc2N(CC(=O)NCc2ccc(F)cc2)C1=O (stereo not drawn)
    -15, -5
- Cc1onc(-c2ccccc2)c1C(=O)Nc1cc2cccc([N+](=O)[O-])c2oc1=O
    -1, 2
- Clc1ccc(-n2ncc3c(NCc4cccnc4)ncnc32)cc1
    0, 13
- CNc1nccc(N2CCC(CC(=O)NCc3ccc(OC)c(OC)c3)CC2)n1
    -2, 17
- COc1cccc2cc(-c3nc(NC(C)=O)sc3C)c(=O)oc12
    1, -5
- O=C(O)C1C(C(=O)Nc2ccc(I)cc2)C2C=CC1C21CC1 (stereo not drawn)
    -9, -9
- N#Cc1sc2c(C#N)c(N)sc2c1N
    /, -4

Record cards, from the list above. Values in the order: Pf apPOL block | mHTT-CaM PPI inh
Record of `CNc1nccc(N2CCC(CC(=O)NCc3ccc(OC)c(OC)c3)CC2)n1` : -2 | 17
Record of `CCc1cc(C2CCCN2Cc2cc(OC)ccc2OC)on1` (stereo not drawn) : -4 | 24
Record of `Fc1ccc(CN2CCCCCC2)cc1` : -3 | 15
Record of `O=S(=O)(N=C(Nc1ccccn1)c1ccccc1)c1ccc(F)cc1` : 2 | -2
Record of `COCCn1c(C2CCN(C(=O)c3ccc(C(F)(F)F)s3)C2)nc2cccnc21` (stereo not drawn) : -5 | 26

More records follow.
The line under a structure holds: Pf apPOL block, mHTT-CaM PPI inh
- CCc1nc2ccc(-c3noc(-c4ccsc4)n3)cc2n1CC
    -4, 22
- O=c1c2c(nc3cc(-c4ccccc4)[nH]n13)CCNC2
    -1, -2
- CCC(=O)N1c2ccc(S(=O)(=O)Nc3ccc(CC)cc3)cc2CC1C (stereo not drawn)
    3, 6
- O=C(O)c1ccccc1N1C(=O)C2CC=C(Cl)CC2C1=O (stereo not drawn)
    -2, -2
- COCCn1cc2c3c(cccc31)CN(C(=O)c1ccc(Cl)s1)CC2
    -1, 6
- O=C(COc1ccccc1)N1CCN(C(=O)Cc2ccccc2)CC1
    -3, 0
- Cc1nc2ccccc2nc1N1CCCC1
    -2, -5
- COc1ccc(C2=CC(c3ccc(F)c(Br)c3)n3nnnc3N2)cc1 (stereo not drawn)
    -11, 6
- CC(C)C(NS(=O)(=O)c1cccs1)C(=O)Nc1cccc(C(F)(F)F)c1 (stereo not drawn)
    -6, -4
- COc1ccccc1Cc1noc(C2CN(CC(=O)Nc3nc(C)cs3)C2)n1
    -3, -3
- O=[N+]([O-])/C=C/c1ccc(-c2ccc(Cl)cc2)o1
    4, 84*
- O=C(c1ccc(Cl)cc1)N1CCCC(c2ccnc(-c3ccccc3)n2)C1 (stereo not drawn)
    -6, 4
- CCOc1ccc(/C=C2\Cc3ccccc3C2=O)cc1OCC
    17, 6
- O=C(CCn1nc(C(F)(F)F)c(Cl)c1C1CC1)Nc1nnc(C2CC2)s1
    /, -3
- Cc1oc(C2CCN(C(=O)c3cc(F)cc(F)c3)CC2)nc1C(=O)N(C)C
    0, -12
- COc1ccc2c(=O)c3c(oc2c1)C(=O)N(CCCN(C)C)C3c1ccc(C(C)(C)C)cc1 (stereo not drawn)
    -13, 36
- Cc1cc(NC(=O)c2ccc(F)c(F)c2)nc2c1c(=O)oc1ccccc12
    -3, -5
- CC(C)CN1CCNC(=O)C1CC(=O)O (stereo not drawn)
    0, -2
- COCC(C)NCc1ccccc1OC (stereo not drawn)
    -4, -4
- COCCC(=O)N1CCC(n2c(-c3ccc(OC)cc3)nc3cccnc32)C1 (stereo not drawn)
    -3, 4
